From PubChem
HIF act: HIF pathway transcriptional activation. 300,000 compounds, 0.32% hits. activation, % at 7.5 µM (by protocol). U2OS HRE-luciferase reporter, luminescence; normalized: DMSO 0%, desferrioxamine 100%;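 active means mean activation of at least 10% of the iron chelator positive control signal, with at least half of replicates also reaching 10%; inconclusive means mean and replicate majority disagree about reaching 10%; inactive means mean and most replicates under 10%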
RGS4 inh: human RGS4 inhibition | HEK293 M3R/RGS4 inducible, Fluo-4 calcium flux; stronger effect = higher value; triggered by carbachol at its EC20 | B-score at 10 µM | 310,000 compounds, 0.45% hits;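 active means B-score, a plate-corrected calcium signal, over three deviations above library mean, with baseline fluorescence within five deviations of library mean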;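 further: RGS4 expression induced by doxycycline in cells with stable M3 receptor; B-score is computed from the integrated fluorescence ratio over baseline after carbachol; higher B-score means a larger calcium signal and so more RGS4 inhibition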
TRPC4 inh: TRPC4 (mouse) channel inhibition; 300,000 compounds, 0.39% hits; B-score at 10 µM; HEK293 TRPC4beta/mu-opioid, DAMGO-evoked Fluo4 calcium flux; stronger effect = lower value;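 active means B-score over 3 SD under the library average, no early fluorescence shift, positive overall ratio signal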
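test system = HEK293 cells with stable TRPC4beta plus mu-opioid receptor expression | detection = Fluo4 Ca2+ flux fluorescence | read-out = integrated fluorescence ratio relative to baseline, converted to per-well B score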
MrgX1 agonist: activates human MrgX1 receptor signaling; MrgX1-HEK293 cells, Fluo-4 calcium fluorescence, agonist mode; stronger effect = higher value; 310,000 compounds, 0.44% hits; B-score at 10 µM; Q96LB2;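 active means calcium response B-score plate-corrected fluorescence ratio at least 3 library SD, with starting fluorescence B-score inside 5 SD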
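times = overnight plating, then 30 min 37 °C plus 30 min room-temperature dye loading | assay system = stable human MrgX1 HEK293 cell line | input = fifteen thousand cells per well | signal = kinetic calcium dye fluorescence, Fluo-4 NW | dosing = compound delivered in addition one of three | read-out = B-scored fluorescence response ratio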
MrgX1 PAM: human MrgX1 positive allosteric modulation, primary screen. Q96LB2. MrgX1-HEK293, Fluo-4 calcium flux, FDSS; stronger effect = higher value. B-score at 10 µM. 310,000 compounds, 0.63% hits. AID 588675;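 active means plate-corrected calcium response at least 3 library SD above typical, normal starting fluorescence, not activating the receptor alone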;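 further: compound read alongside a low EC10 to EC30 dose of BAM8-22 agonist; peak minus trough fluorescence over baseline measured at the second addition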
TRPC6 act: activators of mouse TRPC6 channel | 310,000 compounds, 0.13% hits | B-score at 10 µM | AID 2550 | HEK293-TRPC6 membrane potential dye fluorescence; stronger effect = higher value | Q61143;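 active means B-score of the integrated fluorescence ratio above library mean plus 3 SD, and starting fluorescence ratio within library mean plus 5 SD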;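 further: higher score means more depolarization so channel activation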
Target sequence (Q61143 whole entry, looked up): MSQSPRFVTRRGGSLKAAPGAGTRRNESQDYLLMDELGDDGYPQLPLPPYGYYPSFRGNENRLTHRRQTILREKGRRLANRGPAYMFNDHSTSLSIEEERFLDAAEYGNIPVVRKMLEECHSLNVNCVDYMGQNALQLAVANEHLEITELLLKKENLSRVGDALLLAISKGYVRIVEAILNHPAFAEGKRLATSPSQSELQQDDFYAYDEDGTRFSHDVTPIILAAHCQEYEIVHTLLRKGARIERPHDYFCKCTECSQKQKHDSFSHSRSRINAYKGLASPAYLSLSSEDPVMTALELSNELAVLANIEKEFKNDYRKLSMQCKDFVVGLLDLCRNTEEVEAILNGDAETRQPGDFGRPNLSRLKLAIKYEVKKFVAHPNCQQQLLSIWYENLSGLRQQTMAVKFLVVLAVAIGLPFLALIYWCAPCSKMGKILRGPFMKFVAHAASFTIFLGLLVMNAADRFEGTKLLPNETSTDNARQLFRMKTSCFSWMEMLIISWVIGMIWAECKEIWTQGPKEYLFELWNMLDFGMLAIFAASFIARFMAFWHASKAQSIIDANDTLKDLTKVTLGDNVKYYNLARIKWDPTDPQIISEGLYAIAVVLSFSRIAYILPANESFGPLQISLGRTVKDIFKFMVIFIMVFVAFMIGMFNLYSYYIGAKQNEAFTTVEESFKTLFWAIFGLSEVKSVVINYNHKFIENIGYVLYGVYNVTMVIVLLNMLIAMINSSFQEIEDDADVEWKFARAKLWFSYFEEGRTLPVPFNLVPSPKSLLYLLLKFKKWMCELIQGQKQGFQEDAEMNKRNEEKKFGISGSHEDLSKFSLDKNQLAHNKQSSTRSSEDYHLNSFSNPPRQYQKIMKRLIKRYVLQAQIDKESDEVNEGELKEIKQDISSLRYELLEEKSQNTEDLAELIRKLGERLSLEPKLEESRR
MrgX1 antag: antagonists of human MrgX1 receptor; Q96LB2; MRGX1-HEK293 calcium flux, Fluo-4, BAM8-22 antagonism; stronger effect = lower value; B-score at 10 µM; 310,000 compounds, 1.3% hits; AID 588676;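 active means calcium-response B-score plate-corrected more than 3 library SD below zero, starting fluorescence within 5 deviations, no agonist response on first addition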;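 further: peak minus trough fluorescence over baseline after final BAM8-22 challenge near maximal dose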
SKKanGAS inh: SKKanGAS growth inhibition. S. pyogenes SKKanGAS, kanamycin growth, BacTiter-Glo, 6 h. inhibition, % at 7.5 µM. AID 1662. 300,000 compounds, 1.3% hits;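 active means mean replicate score, as percent of positive control median, at least 50; inconclusive means mean below 50 but one replicate at or above 50; inactive means mean and every replicate below 50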;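 further: strain carries kanamycin resistance gene driven by streptokinase promoter and grows in 40 µg/ml kanamycin; loss of luminescence reflects streptokinase promoter inhibition or plain growth inhibition; 0% = median of DMSO wells and 100% = positive control at its reference dose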
RGS4 pot: potentiators or activators of RGS4; HEK293 M3R/inducible RGS4, carbachol calcium flux Fluo4; stronger effect = lower value; 310,000 compounds, 0.92% hits; B-score at 10 µM;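 active means B-score of the integrated calcium signal more than 4 SD below the library mean, with starting fluorescence not abnormally high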;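 further: negative B-score means reduced calcium response which marks RGS4 activation or potentiation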
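test system = M3R-expressing HEK293 line, RGS4 induced by doxycycline | probe or stimulus = carbachol at ECmax as muscarinic agonist stimulus | timing = dye loading 30 min 37 °C, buffer rest 30 min RT | signal = calcium dye Fluo4 fluorescence | evaluation = B score from integrated fluorescence ratio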
Platelet DG rel: platelet dense granule release activity; human platelet-rich plasma, SFLLRN dense granule ATP release, luminescence; inhibition, %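 (compounds screened at 7.5 µM in platelet-rich plasma)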; 300,000 compounds, 0.22% hits;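 active means mean replicate score, as percent of positive control, at or above 50; inconclusive means mean below 50 but at least one replicate at or above 50; inactive means mean and every replicate below 50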
TRPC6 inhibitor: mouse TRPC6 channel inhibition. Q61143. 310,000 compounds, 1.1% hits. B-score at 10 µM. HEK293-TRPC6, membrane potential dye, ACh-evoked depolarization; stronger effect = lower value;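 active means B-score under library mean minus 3 SD, initial fluorescence not abnormally high, positive integrated signal ratio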;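 further: B-score derived from integrated fluorescence ratio over the kinetic read; more negative B-score means stronger inhibition of depolarization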
Starred values were filed as active, the others as inactive; i = inactive; ? = inconclusive; . = no result given.

The line under a structure holds: HIF act | RGS4 inh | TRPC4 inh | MrgX1 agonist | MrgX1 PAM | TRPC6 act | MrgX1 antag | SKKanGAS inh | RGS4 pot | Platelet DG rel | TRPC6 inhibitor
C=CCNC(=O)C(=O)c1cccn1-c1ccsc1C(=O)OC
    0.5 | i | i | i | i | i | i | -1 | i | 3 | i
Cn1c(=O)c2c(nc(CN3CCOCC3)n2CC(=O)c2ccccc2)n(C)c1=O
    0.1 | i | i | i | i | i | i | 1 | i | ? | i
CCCN(CCC)S(=O)(=O)c1ccc(C(=O)Nc2nnc(CSC)o2)cc1
    -0.3 | i | i | i | i | i | i | 28 | i | . | i
COc1ccc(-c2nc(CN3CCN(Cc4cccc(Cl)c4)CC3)c(C)o2)cc1
    0.1 | i | i | i | i | i | i | 0 | i | -13 | i
COc1ccc(OC)c(NC(=O)C2CCN(C(=O)C3CC(=O)N(c4ccc(C)cc4)C3)CC2)c1 (centres undefined)
    1.2 | i | i | i | i | i | i | 1 | i | 4 | i
Cc1ccc(C(=O)OCC(=O)Nc2cccc(Cl)c2C)c(O)c1
    -0.1 | i | i | i | i | i | i | 3 | i | 17 | i
CCS(=O)(=O)N1Cc2ccccc2CC1C(=O)Nc1nnc(SCc2ccc(C#N)cc2)s1 (centres undefined)
    0.2 | i | i | i | i | 23* | i | 60* | i | 1 | i
Cc1ccccc1NC(=O)c1cccc(C(=O)Nc2ccccc2C)c1
    -0.3 | i | i | i | i | i | i | 4 | i | -1 | i
Cc1oc(-c2cccc(Cl)c2)nc1CN1CCC(C(=O)NCc2ccco2)CC1
    -0.4 | i | i | i | i | i | i | -6 | i | 0 | i
Nc1ccccc1/C=N\N=C/c1ccccc1N
    1.1 | i | i | i | i | i | i | -8 | i | 3 | i
CCOc1ccc(OCCN2CCCCC2)cc1
    -0.6 | i | i | i | i | i | i | -2 | i | 3 | i
COc1ccc(-c2cnc(SCC(=O)Nc3cc(C)on3)n2Cc2ccco2)cc1
    0.3 | i | i | i | i | i | i | 11 | i | -4 | i
CCNC(=O)CN(c1ccc(Cl)cc1)S(=O)(=O)c1ccccc1
    -0.2 | i | i | i | i | i | i | -7 | i | -3 | i
Cc1ccc2oc(=O)n(CC(=O)N3CCOCC3)c2c1
    0.1 | i | i | i | i | i | i | -12 | i | -7 | i
CCc1cc(/C(Cc2cscn2)=N\O)c(O)cc1O
    -38 | i | i | i | i | i | i | 16 | i | -4 | i
O=C1NCN(c2ccccc2)C12CCN(CCCC(c1ccc(F)cc1)c1ccc(F)cc1)CC2
    -1.3 | i | i | i | i | i | i | 3 | i | -4 | i
O=C(CN(Cc1ccccc1)C(=O)CNS(=O)(=O)c1ccccc1)NCc1ccco1
    0.1 | i | i | i | i | i | i | 1 | i | 3 | i
CCOC(=O)c1c(NC(=O)COC(=O)c2ccc(O)cc2)sc(C(=O)N(C)C)c1C
    0.1 | i | i | i | i | i | i | 21 | i | -9 | i
O=C(N/N=C/c1ccc(OCC2COCCO2)cc1)c1ccc(Br)cc1 (centres undefined)
    -0.2 | i | i | i | i | i | i | 7 | i | -3 | i
CS(=O)(=O)N1CCN(c2ccc([N+](=O)[O-])c(N3CCOCC3)c2)CC1
    -0.2 | i | i | i | i | i | i | -4 | i | 0 | i
COc1ccc(Cl)cc1NC(=O)NC1CCCCC1
    -0.1 | i | i | i | i | i | i | -1 | i | -11 | i
Cc1ccc(-n2c(CSc3nc(C)cc(C)n3)nnc2SCC(=O)NCc2ccco2)cc1
    -0.6 | i | i | i | i | i | -6.6* | -18 | i | -2 | i
COc1ccccc1N(CC(=O)NCc1ccccc1)C(=O)CCC(=O)Nc1ccccn1
    0.5 | i | i | i | i | i | i | -2 | i | -1 | i
Cc1ccc(C(=O)Nc2ncnc3sc4c(c23)CCCCC4)cc1
    -0.3 | i | i | i | 6.7* | i | i | 23 | i | 6 | i
CCCOC1CCCN(C(=O)c2ccc(OC3CCN(C(=O)COC)CC3)cc2)C1 (centres undefined)
    0.8 | i | i | i | i | i | i | 0 | i | 5 | i
Nc1ncnc2c1ncn2C1CCC(CO)C(O)C1 (centres undefined)
    -0.4 | i | i | i | i | i | i | -4 | i | 0 | i
Cc1cc(Nc2ccccc2)c2c([N+](=O)[O-])ccc(C)c2n1
    0.1 | i | i | i | i | i | i | 22 | i | 1 | i
COc1ccc(NC(=S)N2c3ccccc3CC2C)cc1OC (centres undefined)
    2.0 | i | i | i | i | i | i | 13 | i | -7 | i
O=C(N1CCN(c2cccc(Cl)c2)CC1)C1(S(=O)(=O)c2ccc(Cl)cc2)CC1
    -0.5 | i | i | i | i | i | i | 1 | i | -2 | i
Cc1ccc(NC(=O)c2ccc([N+](=O)[O-])o2)cc1C
    2.5 | i | i | i | i | i | i | -3 | i | 15 | i
CCc1nc2sc3ccccc3c(=O)c2c(=O)n1Cc1ccco1
    1.9 | i | i | i | i | i | i | 5 | i | 1 | i
O=c1c(Cl)c(Cl)cnn1-c1ccccc1
    -1.3 | i | i | . | . | i | . | -8 | i | -4 | i
COc1ccccc1-n1cnnc1SCC(=O)Nc1cccc(S(N)(=O)=O)c1
    -0.6 | i | i | i | i | i | i | 0 | i | -8 | i
CC(=O)OCc1c(C(F)(F)F)nn(C)c1Oc1cccc(C(F)(F)F)c1
    0.0 | i | i | i | i | i | i | -2 | i | 10 | i
O=S(=O)([N-]c1nc2ccccc2nc1-n1cc[n+](Cc2ccccc2)c1)c1ccccc1
    -0.5 | i | i | i | i | i | i | -1 | i | -1 | i
CCOc1ccc(NC(=O)CNC(=O)Cc2ccccc2)cc1
    0.2 | i | i | . | . | i | . | -1 | i | 3 | i
O=C(O)/C=C\C(=O)Nc1ccc(OCc2ccccc2)cc1
    -1.5 | i | i | i | i | i | i | 3 | i | 11 | i
O=C(NCC1CCCO1)C1CCN(S(=O)(=O)c2cccnc2)CC1 (centres undefined)
    -0.3 | i | i | i | i | i | i | -6 | i | -3 | i
CCC(C(=O)NC1CCCC1)N(C(=O)Cn1nnc(-c2cccs2)n1)c1cnc2ccccc2c1 (centres undefined)
    -0.3 | i | i | i | i | i | i | -2 | i | -4 | i
COc1ccc(NC2CCCN(C(=O)c3cc(CC(C)C)nc(N)n3)C2)cc1 (centres undefined)
    1.4 | i | i | i | i | i | i | 1 | i | 4 | i
CCN(CC(=O)Nc1cc(Cl)ccc1C)C(=O)c1ccc(=O)n(Cc2ccccc2)n1
    0.0 | i | i | i | i | i | i | 40 | i | -18 | i
NS(=O)(=O)c1ccc(NC2=CC(c3ccc([N+](=O)[O-])cc3)N(c3ccc(S(N)(=O)=O)cc3)C2=O)cc1 (centres undefined)
    0.3 | i | i | i | i | i | i | -1 | i | 15 | i
COc1ccc(NC(=O)/C=C/c2cc(OC)c(OC)c(OC)c2)cn1
    -0.1 | i | i | i | i | i | i | -4 | i | 12 | i
COC(C(=O)Nc1ccnn1C1CCN(C(=O)c2cccc(F)c2)CC1)c1ccccc1 (centres undefined)
    0.1 | i | i | i | i | i | i | 5 | i | -3 | i
COc1ccc(NC(=O)c2ccc(NCCCN3CCOCC3)c([N+](=O)[O-])c2)cc1
    -0.6 | i | i | i | i | i | i | 2 | i | -1 | i
Cc1cc(C)n(-c2cc(C(C)(C)C)nc3c(-c4ccccc4)cnn23)n1
    . | i | i | i | i | i | i | 4 | i | . | i
Cc1ccccc1CC1(CO)CCCN(C(=O)c2ccc(F)cc2)C1 (centres undefined)
    -0.3 | i | i | i | 10* | i | i | -5 | i | 9 | i
COC(=O)Nc1snnc1C
    0.0 | i | i | i | i | i | i | -12 | i | 5 | i
CCN1CCN(c2cc(=O)n(Cc3ccc(F)cc3)c(=O)[nH]2)CC1
    -0.4 | i | i | i | i | i | i | -3 | i | -2 | i
COCCNC(=O)Cn1cnc2sc(C)c(S(=O)(=O)N3CCN(c4ccccc4OC)CC3)c2c1=O
    0.0 | i | i | i | i | i | i | 3 | i | 4 | i
Cc1cc(C)c(OCCN2CC(C)OC(C)C2)c(Br)c1 (centres undefined)
    0.4 | i | i | i | i | i | i | 7 | i | 0 | i
CCCCN(CC)CCCNC(=S)Nc1ccc2nc3n(c(=O)c2c1)CCCCC3
    0.2 | i | i | i | i | i | i | -3 | i | -8 | i
O=C(c1cccc2ccccc12)n1nnc2ccccc21
    -1.9 | i | i | i | i | i | i | -1 | i | -3 | i
O=C(CCNc1ccc(F)cc1)c1cc2ccccc2o1
    1.6 | i | i | i | i | i | i | 1 | i | 8 | i
CC1(C)CC(=O)C(C(C2=C(O)CC(C)(C)CC2=O)c2ccc(Br)s2)C(=O)C1 (centres undefined)
    -0.3 | 18* | i | i | i | i | i | 3 | i | 12 | i
COc1ccc(CNC(=O)c2ccc(C(C)C)cc2)cc1
    4.7 | i | i | i | i | i | i | 2 | i | -1 | i
CCOC(=O)CCSc1nnc(-c2cccnc2)n1-c1ccccc1OC
    0.3 | i | -8* | i | i | i | i | -2 | i | 0 | i
O=[N+]([O-])c1ccc(-n2nnnc2CN2CCCCC2)cc1
    0.4 | i | i | i | i | i | i | -5 | i | -1 | i
O=C(COC(=O)CCc1nc2ccccc2c(=O)[nH]1)NC(c1ccccc1)c1ccccc1
    0.2 | i | i | i | i | i | i | -5 | i | 1 | i
NNC(=O)Cn1c(-c2ccccc2)cc(=O)n2ncnc12
    -0.3 | i | i | i | i | i | i | 2 | i | 5 | i
Cc1ccc(C(=O)C2=C(O)C(=O)N(CC3CCCO3)C2c2ccccc2F)o1 (centres undefined)
    -1.9 | i | i | i | i | i | i | -2 | i | 0 | i
Cc1ccc(C(C(=O)NC2CCCCC2)N(CC2CCCO2)C(=O)CNC(=O)c2ccco2)cc1 (centres undefined)
    -1.6 | i | i | i | i | i | i | 0 | i | 6 | i
O=c1c(-c2ccc(O)cc2)coc2cc(OC3OC(CO)C(O)C(O)C3O)ccc12 (centres undefined)
    0.5 | i | i | i | i | i | i | -2 | i | 1 | i

Compounds as they come. Share with any hit: about 6.1%.
